# High-throughput results deposited in PubChem by several laboratories.
# MEP2 TOR yeast: modulators of MEP2-GFP levels in yeast, primary screen, S. cerevisiae, multiplex flow cytometry, MLPCN library. actives 0.51% (n = 330,000). S. cerevisiae MEP2-GFP strain, 3 h; 100% = DMSO control level. AID 2016, 2009. GFP response vs DMSO, % at 10 µM;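 active = GFP response versus DMSO above a set limit, roughly screen mean plus 3 SD, cut at about 180% in these data; inconclusive = fewer than 70 cells counted for a yeast strain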;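 note: median GFP fluorescence of the barcode-gated MEP2-GFP cells per well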
# RPL19A-GFP yeast: RPL19A-GFP expression modulators in yeast, primary screen, cell-based, S. cerevisiae, multiplex flow cytometry, MLPCN. percent response vs DMSO, % at 10 µM. actives 0.3% (n = 330,000). S. cerevisiae RPL19A-GFP strain, 3 h; hits give low values. AID 2025, 2009;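 active = percent response vs DMSO below 50%; inconclusive = fewer than 70 events counted for the yeast strain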;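 note: median channel GFP fluorescence of the barcoded RPL19A-GFP strain; ratio of sample median GFP to plate DMSO average so 100% = DMSO; lower means less RPL19A-GFP as with rapamycin TOR inhibition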
# GASC-1 inh: inhibitors of GASC-1 histone demethylase, primary screen, biochemical, fluorescence, DELFIA europium; AID 2099, 2009; GST-JMJD2C(1-420) H3K9me3 demethylation; Lysine-specific demethylase 4C (Homo sapiens), Q9H3R0; actives 0.069% (n = 330,000); inhibition, % at 2.35 µM;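 active = more than half of a compound's replicate wells show inhibition beyond 50%, single wells judged on their own value; inconclusive = some, but no more than half, of replicates pass 50% inhibition; inactive = no replicate passes 50% inhibition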;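 note: signal counts dimethyl H3K9 product captured on neutravidin plate; 0% = median of DMSO wells and 100% = 0.3 times that DMSO median; strong numbers were not always called active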
# CIT2-GFP yeast: modulators of CIT2-GFP expression in yeast, primary screen, S. cerevisiae, GFP fusion, multiplex flow cytometry, MLPCN library; S. cerevisiae CIT2-GFP strain, 3 h; 100 means same as DMSO wells; GFP response vs DMSO, % at 10 µM; actives 0.065% (n = 320,000); AID 2029, 2009;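 active = GFP response relative to DMSO above a set limit, near the screen mean plus 3 SD, cut at about 150% in these data; inconclusive = Fewer than 70 cells measured for a yeast strain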;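 note: ratio of well median GFP fluorescence to mean of DMSO wells on the plate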
# VLA-4 inh: inhibition in human VLA-4 binding assay, primary screen, VLA-4 allosteric modulator project, MLPCN library, flow cytometry, VLA-4 expressing cells. Integrin alpha-4 (Homo sapiens), P13612. ligand binding flow cytometry. inhibition, % (about 7 µM as worked out from the volumes in the protocol). actives 0.2% (n = 330,000). AID 2557, 2010; in the data active = inhibition above about 50%
# Target sequence (P13612 whole entry, looked up): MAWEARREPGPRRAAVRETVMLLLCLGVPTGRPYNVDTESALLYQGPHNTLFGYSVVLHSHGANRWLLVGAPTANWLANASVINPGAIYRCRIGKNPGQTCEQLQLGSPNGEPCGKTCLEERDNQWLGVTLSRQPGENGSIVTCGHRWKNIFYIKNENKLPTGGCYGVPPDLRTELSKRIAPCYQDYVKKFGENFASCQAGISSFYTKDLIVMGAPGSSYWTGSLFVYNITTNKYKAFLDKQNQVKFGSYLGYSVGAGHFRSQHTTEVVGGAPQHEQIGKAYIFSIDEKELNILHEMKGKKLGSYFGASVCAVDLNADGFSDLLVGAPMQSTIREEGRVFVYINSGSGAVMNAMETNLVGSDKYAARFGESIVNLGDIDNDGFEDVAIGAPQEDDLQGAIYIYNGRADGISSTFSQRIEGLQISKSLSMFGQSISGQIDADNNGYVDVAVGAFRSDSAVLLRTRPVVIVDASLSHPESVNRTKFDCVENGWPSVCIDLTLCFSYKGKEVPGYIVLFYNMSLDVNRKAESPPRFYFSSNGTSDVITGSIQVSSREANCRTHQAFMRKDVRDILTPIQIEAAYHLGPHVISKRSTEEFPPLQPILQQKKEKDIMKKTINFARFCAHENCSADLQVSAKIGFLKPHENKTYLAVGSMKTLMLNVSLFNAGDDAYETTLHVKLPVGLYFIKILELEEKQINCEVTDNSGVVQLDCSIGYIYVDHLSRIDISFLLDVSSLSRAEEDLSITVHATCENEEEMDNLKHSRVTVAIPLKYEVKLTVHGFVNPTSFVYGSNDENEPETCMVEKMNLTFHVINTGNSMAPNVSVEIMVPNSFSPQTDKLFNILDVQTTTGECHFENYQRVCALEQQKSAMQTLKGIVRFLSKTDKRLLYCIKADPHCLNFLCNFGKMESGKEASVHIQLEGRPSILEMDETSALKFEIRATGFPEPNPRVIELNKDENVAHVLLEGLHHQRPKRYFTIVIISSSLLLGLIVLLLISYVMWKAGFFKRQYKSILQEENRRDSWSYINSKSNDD
# GRK2 inh: compounds blocking aptamer binding on GRK2 – biochemical, human GRK2, bead flow cytometry, HTS, primary screen; FAM-aptamer displacement from GRK2; inhibition of aptamer binding, % at 10 µM; actives 0.59% (n = 330,000); AID 488847, 2010;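 active = inhibition of aptamer binding above 40%, roughly 3 SD of noise, on plates passing a quality check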;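 note: median bead fluorescence of bound FAM aptamer so fluorescent compounds give negative values; no value below 0 was filed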
# LAP4-GFP MLPCN: modulators of LAP4-GFP expression in yeast, primary screen, S. cerevisiae, multiplex flow cytometry, MLPCN library; GFP response vs DMSO, % at 10 µM; 3 h; median GFP as percent of DMSO wells; actives 0.34% (n = 320,000);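 active = GFP response vs DMSO above a set limit, about the screen mean plus 3 SD, cut at about 150% in these data; inconclusive = under 70 cell events counted for the yeast strain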
# AGP1 TOR yeast: modulators of AGP1-GFP expression in yeast TOR pathway, primary screen, cell-based, multiplex flow cytometry, S. cerevisiae, MLPCN library; 3 h; GFP as percent of DMSO wells; GFP response vs DMSO, % at 10 µM; actives 0.02% (n = 320,000); AID 2066, 2009;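 active = GFP response relative to DMSO above a set limit, near screen average plus 3 SD, cut at about 150% in these data; inconclusive = fewer than 70 cells counted for the yeast strain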;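 note: median GFP channel fluorescence of the gated AGP1 strain per well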
# Numbers without * were called inactive; i = inactive; ? = inconclusive; nt = no result given; & = joins results of further samples; [ ] = dose if it differs, or a comment.
SMILES,MEP2 TOR yeast,RPL19A-GFP yeast,GASC-1 inh,CIT2-GFP yeast,VLA-4 inh,GRK2 inh,LAP4-GFP MLPCN,AGP1 TOR yeast
CCCCn1c(N)c(N(CCOC)C(=O)C2CCN(S(=O)(=O)c3ccc(Cl)cc3)CC2)c(=O)[nH]c1=O,97,101,4,100,-8,0,96,102
COc1ccc(S(=O)(=O)n2c([N+](=O)[O-])cnc2C)c(C)c1C,109,106,9,104,-2,1,101,103
O=C(Cn1c(=O)[nH]c2ccccc2c1=O)N1CCN(c2cccc(Cl)c2)CC1,97,100,-15,100,7,1,100,104
COc1ccc(OCC(O)CNC(=O)/C=C/c2cccc([N+](=O)[O-])c2)cc1 (centres undefined),177*,87,0,104,-1,5,97,23
CCOC(=O)c1sc2nc3c(cc2c1N)COC(C)(CC)C3 (centres undefined),102,106,8,97,2,8,110,104
Cc1cccc(NC(=O)CCS(=O)(=O)c2ccc3c(c2)NC(=O)CS3)n1,89,77,0,97,13,1,90,70
O=C(C1=C[C@@H](C2CCCCC2)C[C@@H](OCc2ccc(CO)cc2)O1)N1CCN(Cc2ccc3c(c2)OCO3)CC1,95,95,-6,64,17,0,126,79
Cc1ccccc1OCC(=O)NCC(C)(C)N1CCOCC1,99,98,3,114,-10,0,98,106
CCOC(=O)c1ccc(NC(=O)COc2ccc(S(=O)(=O)NC(C)CC)cc2)cc1 (centres undefined),102,99,-2,101,8,3,106,106
CC1CCCCC1NC(=O)/C=C/c1nc2ccccc2s1 (centres undefined),96,97,-11,96,0,4,97,97
Cn1c(Cc2ccccc2)nnc1SCC(=O)Nc1ccccc1,100,102,-5,98,10,1,98,100
COc1ccc2nc(N(Cc3ccccc3)C(=O)CCNC(C)=O)sc2c1,105,103,5,102,7,0,100,98
Cc1cc(C)nc(SCC(=O)OC(C)C(=O)Nc2ccccc2)n1 (centres undefined),105,105,0,103,10,2,100,106
O=C(CCCN1C(=O)NC2(CCCC2)C1=O)Nc1ccc(F)cc1,124,99,-11,104,0,3,100,96
CCn1cc(C(=O)N2CCc3ccccc3C2)c(=O)c2cc(S(=O)(=O)N3CCCCC3)ccc21,103,102,-5,105,1,0,100,105
COc1ccc(N2CCN(C(=O)CSc3nnc(-c4cc5ccccc5cc4O)n3C)CC2)cc1,95,98,-47,90,-10,0,98,93
CN1CCN(c2cc3c(cc2F)c(=O)c(C(=O)O)cn3CCF)CC1,100,101,2,88,-5,2,97,98
O=C(COC(=O)c1cnccn1)NCc1ccc(Cl)cc1,93,96,-23,100,-5,0,95,97
COc1cccc(CNC(=O)C2CC(=O)N(c3ccc4c(c3)OCCO4)C2)c1 (centres undefined),100,101,-4,93,5,0,112,107
COc1ccc(NC(=O)CN(C)C(=O)c2cn(-c3ccccc3)nc2-c2ccc(Cl)cc2)cc1,99,95,?,79,-1,4,103,86
COc1cc(C(c2nnnn2C2CCCC2)N2CCN(C)CC2)cc(OC)c1OC (centres undefined),99,102,1&0,101,28,12,103,100
CCc1c(O)nc(SCC(=O)Nc2ccc(OC)cc2)n(C2CCCCC2)c1=O,87,94,7,86,6,4,95,86
O=C(CSc1nnc(NC(=O)c2cccc(Br)c2)s1)NCC1CCCO1 (centres undefined),90,99,9,100,3,0,84,?
O=S(=O)(c1ccc(Cl)c(S(=O)(=O)N2CCCC2)c1)N1CCCC1,96,103,-2,103,13,1,97,95
Cc1ccccc1NC(=O)c1cccc(S(=O)(=O)N2CCCCC2)c1,110,106,0,110,6,2,112,109
Cc1cc(C(=O)OCC(=O)Nc2cccc(S(=O)(=O)N(C)C)c2)c2ccccc2n1,95,92,-10,95,-11,2,96,96
CCOc1ccc(OCC)c(S(=O)(=O)NCc2ccccn2)c1,109,106,-3,115,-20,3,112,108
Cc1ccccc1-n1ccnc1SCC(=O)O,97,97,-2,99,-10,3,96,97
COc1cccc(/C=N/n2c(SC)nnc2-c2ccccc2)c1OC,97,96,-11,83,14,1,97,86
CCOc1cccc(-c2c(C(=O)N/N=C(\C)c3ccccn3)nnn2-c2nonc2N)c1,103,91,13,99,2,0,104,110
Nc1ccc2nc3n(c(=O)c2c1)CCC3,104,104,4,106,-2,0,100,109
Cc1ccc(C(=O)Nc2ccc(C)c(S(=O)(=O)N(C)C)c2)s1,105,107,3,109,0,0,91,103
O=C(Cc1cccc(C(F)(F)F)c1)NCc1cccc(Cl)c1,97,102,7,91,0,4,103,98
O=S1(=O)CCC(n2ncc3c2/C(=C/c2ccccc2)CC3)C1 (centres undefined),98,95,-4,95,0,1,106,96
Cc1ccc(NC(=O)NNC(=O)C2CC(c3cccs3)=NO2)cc1 (centres undefined),112[may fluoresce green],95[may fluoresce green],-1,150*[may fluoresce green],3,3,103[may fluoresce green],112[may fluoresce green]
CCCCC[n+]1ccn(C2=C([O-])c3ccccc3C(=O)/C2=N\S(=O)(=O)c2ccc(Cl)cc2)c1,100,102,23,107,-130,0,97,102
N=C(N)SCc1ccccc1Cl,97,94,-2,91,13,1,93,97
COc1ccc(N2C(=O)NC(NC(=O)c3ccncc3)(C(F)(F)F)C2=O)cc1 (centres undefined),98,100,109,100,2,8,100,98
O=C(Nc1ccccc1N1CCCC1)c1ccc(F)c(S(=O)(=O)N2CCOCC2)c1,97,94,-17,96,9,2,109,106
C[C@@H]1CC[C@]2(O[C@@H](CCO)C[C@H](O)[C@H]2O)O1,92,97,-3,92,-9,2,108,88
CCN(CC)CCn1c(NC(=O)c2ccc(C)cc2)nc2ccccc21,109,92,-19,107,-2,0,88,96
CC(C)=C1C2CC2C2C(C(=O)O)C12 (centres undefined),103,98,-11,104,-12,0,100,109
S=C(c1ccc(-c2ccccc2Cl)o1)N1CCOCC1,101,96,4,94,4,2,121,100
Cc1sc2ncnc(NCC(C)(C)N3CCOCC3)c2c1C,79[may fluoresce red and violet],102,1,?,4,3,72[may fluoresce red and violet],94
CC(=NNC(=O)c1cc(C)oc1C)c1ccc(Br)s1,102,105,-5,101,-13,0,111,106
CCN1C(=O)[C@H]2[C@@H](c3ccc(-c4ccc(OC)cc4)cc3)N[C@@](C)(C(=O)OC)[C@H]2C1=O,94,102,i,101,4,0,131,90
CCn1c(CCNC(=O)c2cccs2)n[nH]c1=S,106,111,27,107,-1,0,97,109
CCc1cc2c(SCc3nc4sc(C(C)=O)c(C)c4c(=O)[nH]3)ncnc2s1,109,99,0,115,-10,0,110,108
CC(C)(C)c1csc(NNC(=O)c2ccc(Cl)cc2)n1,98,100,9,89,4,1,112,103
NC(=O)CSc1nnc2ccc(-c3ccc(F)cc3)nn12,98,96,16,99,4,3,104,103

# (listing goes on)
SMILES,MEP2 TOR yeast,RPL19A-GFP yeast,GASC-1 inh,CIT2-GFP yeast,VLA-4 inh,GRK2 inh,LAP4-GFP MLPCN,AGP1 TOR yeast
O=C(NCc1cccnc1)c1cc(Sc2cccc(Cl)c2)nc2ccccc12,98,103,11,110,12,0,81,90
Cc1cc(=O)n(C2CCS(=O)(=O)C2)[nH]1 (centres undefined),98,97,-18,102,-2,4,102,103
Cc1nc(-c2ccc(F)cc2)c(CC(=O)N(C)CC(=O)Nc2ccccc2C(F)(F)F)s1,102,105,-1,102,8,3,108,114
Cc1ccc(S(=O)(=O)N2CCCc3ccccc32)cc1C,98,101,5,90,11,5,86,91
COc1cc(NC(=O)CNc2cccc(S(=O)(=O)N3CCCC3)c2)cc(OC)c1,96,77,-7,93,-11,0,85,87
Cc1nn(CC(=O)N2CCN(C)CC2)c(=O)c2ccccc12,102,107,4,94,14,3,97,111
Cc1cc(C)n2nc(SCC(=O)Nc3ccccc3C)nc2n1,102,104,6,107,3,0,98,100
O=Cc1cc2ccccc2nc1SCc1ccc(Cl)cc1,94,94,21,88,21,0,119,99
COc1ccc(C2c3[nH]c4ccccc4c3CCN2C(=O)Cc2nonc2C)c(F)c1 (centres undefined),91,96,-4,75,-4,1,85,93
CCN(C[C@H]1N[C@@](CC)(C(=O)OC)[C@H]2C(=O)N(C)C(=O)[C@@H]12)C(=O)c1ccccc1,98,100,nt,102,-11,9,96,106
O=C(c1ccc([N+](=O)[O-])s1)N1CCN(c2ccc(C(F)(F)F)cn2)CC1,107,109,7,94,25,3,97,96
O=C(COc1ccc(S(=O)(=O)N2CCCCC2)cc1)NCC1CCCO1 (centres undefined),103,100,-5,102,-2,2,99,105
Nc1c(C(=O)c2cccs2)sc2nsc(SCCN3CCCCC3)c12,221*,100,-9,146,i,16,203*,97
CCc1ccccc1Nc1nc(N)nc(CSc2nnnn2C)n1,88,94,-1,105,12,26,99,101
CCOc1ccccc1C1CC(=O)NC2=C1C(=O)CC(C)(C)C2 (centres undefined),100,99,-4,98,-2,0,93,101
O=C(Nc1cccc(/C=C/c2nc3ccccc3c(=O)[nH]2)c1)c1ccccc1Cl,102,98,5,105,-1,1,111,107
O=C1CSc2nc3ccccc3n21,105,101,12,103,2,1,95,nt
Cn1c(-c2ccccc2[N+](=O)[O-])[n+](C)c2ccccc21,104,110,-15,103,7,1,110,116
Cc1c(C(=O)O)cccc1N1C(=O)Nc2ccccc2N1O,103,97,-2,102,30,0,89,96
COc1ccc(/C=N/Nc2cc(OC)ncn2)cc1,94,91,10,89,3,2,99,91
COc1ccc(S(=O)(=O)N2CCC(C(=O)NCCOc3ccccc3F)CC2)cc1OC,99,99,2,96,12,0,99,102
CCN(Cc1nc2ccccc2n1C)c1ccccc1,107,106,-6,107,7,9,101,106
CCOC(=O)c1ccccc1Oc1c(F)c(F)nc(NCCO)c1F,95,96,-9,96,-9,0,96,94
NC(=O)Cc1nc2scc(-c3ccccc3)c2c(=O)[nH]1,98,94,-5,92,1,2,96,97
NC1=NC(c2ccc(Cl)cc2)N(c2ccc(S(N)(=O)=O)cc2)C(N)=N1 (centres undefined),102,103,-8,100,6,0,103,101
CCC(C)NCCOCCOc1ccc(Cl)cc1Br (centres undefined),104,103,-6,111,3,0,105,109
COc1ccc(NC(=O)C2CCCN(S(=O)(=O)c3cccc4cccnc34)C2)cc1 (centres undefined),107,107,-1,95,-19,2,105,104
Cc1ccc(C(=O)Oc2cc(N)n(S(=O)(=O)c3ccc(C)cc3)n2)cc1,99,102,5,98,0,3,106,105
CCNC(=S)N1CCc2ccccc2C1,98,98,-15,97,15,0,100,98
C/C(=N\NC(=O)CNC(=O)C1COc2ccccc2O1)c1ccc(Cl)cc1 (centres undefined),96,98,-12,104,3,2,116,118
CCC1=NN2C(=N)/C(=C/c3c(C)nn(-c4ccccc4)c3Cl)C(=O)N=C2S1,91,102,107,90,1,0,94,89
O=C(NCCN1CCOCC1)c1ccccc1-c1ccccc1,100,107,?,100,0,0,100,108
CCOC(=O)N1CCN(C(=O)c2cn(CC(C)C)c(=O)c3c2c2ccccc2n3C)CC1,100,94,-3,103,4,0,94,100
